Source: PubChem BioAssay (National Center for Advancing Translational Sciences (NCATS))
MCF10A rereplic = A quantitative high throughput screen for small molecules that induce DNA re-replication in MCF 10a normal breast cells; MCF 10A DNA re-replication, Hoechst nuclear intensity, 48 h; Potency, µM (titrated, usually from 46.1 µM), for the others: at the top dose activity, positive = re-replication, most hits filed as activators; AID 624296, 2012; hit rate 2.9% among 350,000; also: potency is read from the fitted curve at half-maximal effect; % of control where 0% means no effect; nearly all actives have a fitted effect of over 50% in size
ATXN viability = Viability Counterscreen for Primary qHTS for Inhibitors of ATXN expression; Potency, µM (titrated, usually from 56.7 µM), actives largely listed as cytotoxic; S2 cells (HEK-293 line with an ATXN2-luciferase reporter) viability, CellTiter-Fluor protease fluorescence, 24 h; hit rate 0.49% among 400,000; also: potency is read from the fitted curve at half-maximal effect; nearly all actives have a fitted effect of over 40% in size
HepG2 viability = qHTS for Inhibitors of TGF-b: Cytotox Counterscreen; HepG2 CAGA-GFP viability, ATP luminescence, 18 h; Potency, µM (top dose mostly 46.1 µM), without a hit: at the top dose activity change, negative = cytotoxicity, usual class: cytotoxic; hit rate 0.76% among 410,000; AID 588856, 2011; also: potency is read from the fitted curve at half-maximal effect; some results filed as inactive show a strong effect at the top dose
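CellTiter-Glo luminescence gave cytotoxicity after 18 hours at 37 degrees C. The cells were HepG2 CAGA-GFP in 1% FBS DMEM, stimulated with 500 pg/mL TGF-beta after compound addition. %Activity was normalised to no-cell wells (complete cell-killing) and DMSO (no toxicity), and curves were fitted and classified.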
Nrf2 ARE act = qHTS of Nrf2 Activators; AREc32 ARE-luciferase reporter (MCF7-derived line), luminescence, 24 h; AID 624171, 2012; Potency, µM (top dose mostly 46.1 µM), for inactives: at the top dose activation, most hits filed as activators; hit rate 0.31% among 410,000; also: potency is read from the fitted curve at half-maximal effect; % of control where 0% means no effect; nearly all actives have a fitted effect of over 65% in size
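Steps: seed AREc32_Fluc cells (1000/well, 5% FBS OPTI-MEM); incubate overnight at 37 deg C; add 23 nL compound; incubate 24 hr; add Steady-Glo; hold 30 min RT; read luminescence.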
Nrf2 inh = Nrf2 qHTS screen for inhibitors | A549 ARE-Fluc reporter, luciferase luminescence, 18-24 h | AID 504444, 2011 | Potency, µM (doses to about 46 µM), without a hit: at the top dose activity change, negative = inhibition, actives largely listed as inhibitors | hit rate 2.1% among 360,000; also: potency is read from the fitted curve at half-maximal effect; % is scaled to controls: 0 for no effect and ±100 for the full control effect; nearly all actives have a fitted effect of over 60% in size
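Cells were seeded and rested 2 h, then exposed to compounds for 18-24 h. CellTiter-Fluor was read first as a viability measure. BugLite was added 15 min before the final luminescent read of ARE-luciferase activity in A549 cells.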
TGFb inhibitor = qHTS for Inhibitors of TGF-b. AID 588855, 2011. Potency, µM (top dose mostly 46.1 µM), for inactives: at the top dose activity, negative = inhibition, usual class: inhibitors. hit rate 1.2% among 410,000. HepG2 CAGA-GFP TGF-b/SMAD3 reporter, GFP fluorescence, 18 h; TGF-beta stimulated, 500 pg/mL final; also: potency is read from the fitted curve at half-maximal effect; % is scaled to controls: 0 for no effect and ±100 for the full control effect; nearly all actives have a fitted effect of over 65% in size
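HEPG2 CAGA-GFP cells (1000/well, DMEM with 1% FBS) were pre-incubated 2 h at 37 degrees C, given compound by pin tool, then stimulated with TGF-beta at 500 pg/mL final for 18 h before per-cell GFP fluorescence imaging.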
IL1B secr inh = qHTS for Inhibitors of Inflammasome Signaling: IL-1-beta AlphaLISA Primary Screen; THP-1 LPS/ATP IL-1B secretion, AlphaLISA, 16 h; active compounds read low; activity change, % at 57.5 µM; hit rate 4.7% among 360,000; in the data active = activity change below about -50%; inconclusive = mostly about -30% to -49%; also: % is scaled to controls: 0 for no effect and ±100 for the full control effect
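Secreted IL-1B measured by AlphaLISA bead assay after 16 h compound exposure of THP-1 cells; compounds (final up to 57.5 uM) added 1 h before LPS (250 ng/mL) and ATP (1.25 mM) stimulation; lower signal means less secretion.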
A549 tox = Nrf2 qHTS screen for inhibitors: counterscreen for cytotoxicity; A549 ARE-Fluc cells, CellTiter-Fluor viability, 18-24 h; Potency, µM (series often up to 46 µM), inactives show at the highest dose activity change, negative = cytotoxicity, most hits filed as inhibitors; hit rate 0.16% among 390,000; also: potency is read from the fitted curve at half-maximal effect; % is scaled to controls: 0 for no effect and ±100 for the full control effect
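Cytotoxicity counterscreen: CellTiter-Fluor fluorescence was measured in A549 ARE_Fluc cells after 18-24 h of compound exposure in a concentration series. The subsequent BugLite luminescent read reports ARE-luciferase activity.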
ATXN2 expr inh = Primary qHTS for Inhibitors of ATXN expression. HEK-293 ATXN2-luciferase reporter, luminescence, 24 h. Potency, µM (highest dose often 57 µM), for inactives: at the highest dose activity change, negative = inhibition, most hits filed as inhibitors. hit rate 0.72% among 360,000. AID 1745845, 2022; also: potency is read from the fitted curve at half-maximal effect; % is scaled to controls: 0 for no effect and ±100 for the full control effect; nearly all actives have a fitted effect of over 55% in size
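qHTS (up to 57 uM final) was run with 24 h compound exposure of reporter cells at 37 °C. Each well was multiplexed: SteadyGlo luminescence measured ATXN2-luciferase expression after a fluorogenic Gly-Phe-AFC viability readout (25 uM final).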
* marks the source's active call; other numbers are inactive results; i = inactive; u = inconclusive; x = no result given; & = joins results of further samples; [ ] = dose if it differs, or a comment. Unless noted, calls follow the shape of the dose curve; as a rule, active = well fitted curve in the direction sought with a large enough effect; inconclusive = small, poorly fitted or top-dose-only effect, or another doubt; inactive = no such curve, though single readings can be large; an effect the other way counts as inactive or inconclusive.

canonical_smiles,MCF10A rereplic,ATXN viability,HepG2 viability,Nrf2 ARE act,Nrf2 inh,TGFb inhibitor,IL1B secr inh,A549 tox,ATXN2 expr inh
CCc1nc2ccc(C(=O)NCCc3c[nH]c4ccccc34)cn2c1N(C)Cc1nccn1C,x,i,-19%,0.7%,x,19%,-30,x,-6%
Cc1cc2nc(-c3ccc(Cl)cc3)c(CC(C)(C)C)n2c(C)c1Br,x,i,-21%,10%,x,-24%,10,x,7%
O=C(Nc1ccccc1)c1ccc(-n2cnnn2)cc1,2%,i,-1%,5.1%,8%,4%,-18,0%,x
COc1ccc(OC)c(NC(=O)C2C3CCC(C3=C(C)C)C2C(=O)O)c1 (stereo not given),2%,i,6%,0.0%,-23%,5%,-1,0%,-36%
O=C1CCN(CCc2ccccc2)CCN1CCSc1ccccc1,22%,i,-16%&-7%,0.2%,u,u,-10,1%,39%[activator]
CCOc1ccc(S(=O)(=O)N2Cc3ccccc3CC2C(=O)Nc2ccc(NC(C)=O)cc2)cc1 (stereo not given),x,i,-2%,-1.0%,u,-2%,x,15%,-9%
O=C(N/N=C/c1ccc(COc2ccc(Br)cc2)o1)c1ccc2c(c1)OCO2,11%,i,-25%,3.3%,u,-23%,4,-16%,-10%
O=C(N/N=C\c1ccccc1)c1cccc(C(=O)N/N=C\c2ccccc2)n1,u,i,10%,2.6%,9%,3%,x,-1%,-12%
Cc1cc(C(C)(C)C)cc(CN2CCN(S(=O)(=O)c3cccs3)CC2)c1O,x,i,-28%,2.0%,x,-10%,-13,x,x
O=C(N/N=C/c1ccoc1)c1cc(O)cc(O)c1,3%,i,-19%,2.9%,u,2%,-3,u,-9%
CC(C)Oc1ccc2c3c(c(=O)oc2c1)CCC3,9%,i,-3%,3.1%,u,0%,18,x,38%
O=C(CN1C(=O)c2cccc3cccc(c23)C1=O)N1CCCCCC1,-2%,i,-7%,0.0%,-4%,-2%,-12,7%,-13%
Oc1ccc(-c2ccccc2)cc1CN1CCCCCC1,u,i,-19%,-0.3%,-1%,-2%,-26,3%,-3%
Cc1cc(OCC(=O)NC(C)(C)C)ccc1Cl,-5%,i,26%,1.9%[9.22 µM],u,-5%,0,-4%,48%[activator]
C=CCN1C(=O)CN=C1NCc1ccccc1,-8%,i,9%,-0.3%,2%,4%,-9,10%,-5%
Cc1ccc(Nc2nc3ccccc3o2)cc1F,u,i,-10%,u,u,4%,35,10%,60%[activator]

Next part (two carried over from the part before).
canonical_smiles,MCF10A rereplic,ATXN viability,HepG2 viability,Nrf2 ARE act,Nrf2 inh,TGFb inhibitor,IL1B secr inh,A549 tox,ATXN2 expr inh
C=CCN1C(=O)CN=C1NCc1ccccc1,-8%,i,9%,-0.3%,2%,4%,-9,10%,-5%
Cc1ccc(Nc2nc3ccccc3o2)cc1F,u,i,-10%,u,u,4%,35,10%,60%[activator]
O=C(NCCC1=CCCCC1)c1ccc2c(c1)N(Cc1ccccc1F)C(=O)c1ccccc1S2=O (stereo not given),x,i,5%,-0.4%,-16%,0%,x,-3%,11%
COc1ccccc1N1CCN(C(=O)c2sc3nc(-c4ccc(F)cc4)cn3c2C)CC1,-2%,u,-16%,-0.1%,u,-30%,u,-4%,u
CCN(c1ccc(C)c(C)c1)S(=O)(=O)c1ccc2c(c1)CCN2C(=O)CCC(=O)O,21µM*,i,3%,-0.5%,-11%,3%,24,-4%,-10%
C/C(=N\NC(=O)COc1cccc(Cl)c1)c1ccc2c(c1)OCCO2,4%,i,8%,-0.5%,-22%,1%,0,1%,17%
Cc1c(C)c2c(OCC(=O)N3CCC(C(=O)NCC(C)C)CC3)cc3c(c2oc1=O)CCC(C)(C)O3,-13%,i,16%,-0.6%,-21%,9%,-15,0%,-1%
Cc1ccc(CNC(=O)CCS(=O)(=O)Cc2ccc(C)cc2)cc1,1%,i,-2%,-0.5%,5%,-13%,-9,3%,10%
O=C(Nn1c(SCc2ccc([N+](=O)[O-])cc2)nc2ccccc2c1=O)c1ccc(F)cc1,-2%,i,5%,3.5%,u,-2%,-1,0%,34%[activator]
O=C(c1cc2cc(Br)ccc2o1)N1CCCC1,-5%,i,-2%,0.0%,5%,-10%,0,0%,15%
CCCNC(=O)c1c(O)c2cccc3c2n(c1=O)CCC3,0%,i,0%,0.7%,9%,0%,-3,9%,4%
CCCn1c(NC(=O)c2ccccc2)nc2ccccc21,5%,i,-4%,15%,-10%,u,25,-18%,7%
Cc1ccc2[nH]cc(CCNC(=O)Nc3ccccc3)c2c1,-6%,u,-10%,-0.4%,u,-8%,-14,0%,3%
CCc1cccc(NC(=O)C2CCN(C(=O)c3cnn(-c4ccccc4)c3-n3cccc3)CC2)c1,x,u,-21%,5.9%,u,u,x,u,u
O=C(CC1Sc2ccccc2NC1=O)NNC(=O)Nc1ccc(Cl)cc1 (stereo not given),12%,i,-9%,0.0%,10%,-16%,x,10%,-12%
O=C(COC(=O)c1cccc(O)c1)c1ccccc1,-1%,i,5%,2.4%,23%,-3%,0,3%,46%[activator]
COC(=O)CC1=C(C(=O)OC)C(c2cccc(OCC(N)=O)c2)C(C#N)=C(N)O1 (stereo not given),1%,i,-18%,3.4%,-6%,-1%,u,-2%,-10%
O=C(NNC(=O)c1ccccc1O)c1cc2ccccc2o1,-31%[inhibitor],i,-21%,-0.6%,u,u,99,-1%,-24%
Cc1ccc(-n2nc(C(=O)N3CCCCC3C)c(=O)n(C)c2=O)cc1 (stereo not given),x,i,-2%,0.6%,x,-15%,x,-1%,5%
O=C(CSc1nnc2ccccn12)c1ccc2c(c1)OCCO2,-4%,i,-21%,-0.2%,x,u,16,3%,2%
O=C(Oc1ccc(NC(=O)c2cc3c(cc2Br)OCO3)cc1)c1ccccc1,1%,i,-9%,4.5%,-6%,-29%,4,-5%,x
CC(C)C(NS(=O)(=O)c1cccc2nsnc12)C(=O)N1CCn2c1nc1ccccc12 (stereo not given),-2%,i,2%,0.3%,-3%,-25%,2,-2%,1%
Cc1ccc(NC(=O)N2CCC(c3nc4c(nnn4Cc4cccc(Cl)c4)c(=O)[nH]3)CC2)cc1,17%,i,-21%,3.1%,x,u,u,-2%,-18%
Cc1ccc(C2=CSC3=NNC4(CCCCC4)NN23)cc1,u,i,-35%,5.3%,u,-22%,0,5%,x
Cn1cc(SCC(=O)Nc2nc3ccccc3s2)c2ccccc21,u,i,-40%,3.3%,u,-24%,-11,u,25µM*
NS(=O)(=O)c1ccc(NC(=S)N2CCN(c3ccccc3)CC2)cc1,0%,i,-9%,-0.2%[9.22 µM],-23%,-29%,0,18%,0%
O=C(NCc1ccco1)c1cc2sccc2n1Cc1ccc(F)cc1,u,i,-21%,u,-25%,-5%,-27,-4%,-7%
CC1CCC(=NNC(=O)Cc2ccccc2)CC1 (stereo not given),1%,i,8%,-0.4%,2%,u,21,3%,1%
COC(C[C@@H]1O[C@@H]1C(=O)COCc1ccccc1)OC,6%,i,-9%,3.5%,8%,-3%,51,3%,-8%
COc1ccc(NS(=O)(=O)c2cc([N+](=O)[O-])ccc2N/N=C/c2c(C)[nH]c3ccccc23)cc1,9.2µM*,u,2%,0.6%,u,-14%,21,u,-10%
COc1ccc(C(CNC(=O)c2oc3ccc(Br)cc3c2C)N2CCCCC2)cc1 (stereo not given),18%,u,10%,0.2%,-2%,5%,-82*,0%,-30%
CCCCSc1nc2c([nH]1)c(=S)n(C)c(=O)n2C,u,u,-54%,1.6%,u,5µM*,13,19%,u
Cc1ccn(-c2n[nH]c(C)c2[N+](=O)[O-])n1,-6%,i,-9%,-0.3%,4%,-19%,6,1%,-14%
COc1ccc(-c2nc3ccc(C(=O)NCc4ccc(C)cc4)cc3nc2-c2ccc(OC)cc2)cc1,x,i,-7%,2.4%,x,-10%,x,21%,5%
CCN1C(=O)C(=O)N(CC(=O)N(C)CC(=O)Nc2ccccc2C(F)(F)F)C1=O,-5%,i,1%,-0.5%,10%,-1%,-3,0%,-6%
CCN1C(=O)C(CC(=O)Nc2c(C)cccc2C)Nc2cc(S(=O)(=O)N(C)C)ccc21 (stereo not given),-1%,i,-30%,0.3%,-14%,0%,4,4%,-10%
COC(=O)c1cccc(NC(=O)c2ccc(S(=O)(=O)N3CCN(C)CC3)cc2)c1,-1%,i,-23%,0.3%,1%,19%,34,1%,9%
CCCOc1ccc(-c2c(C(=O)N/N=C(\C)c3ccncc3)nnn2-c2nonc2N)cc1,-1%,i,-13%,0.2%,-19%,-2%,24,-1%,-16%
CCOC(=O)C1(CCCc2ccccc2)CCN(C(=O)CN2C(=O)CSC2=O)CC1,u,i,-8%,0.5%,-15%,-11%,23,-2%,-7%
N#Cc1cc(C#N)c(SCC(=O)NCC2CCCO2)nc1N (stereo not given),-44%[inhibitor],i,2%,0.3%,-17%,-1%,17,3%,8%
